RXFP1 antagonist: antagonists of human relaxin receptor RXFP1 | Q9HBX9 | HEK293-RXFP1, relaxin-stimulated cAMP HTRF, 30 min; stronger effect = lower value | activity change, negative = inhibition, % at 57.5 µM | actives 0.59% (n = 350,000) | AID 1259400;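 active = activity change of -60% or lower, but not beyond a set lower limit; inconclusive = change between -60% and -40%, or beyond the set limit; inactive = change above -40%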; also: % is scaled to controls: 0 for no effect and ±100 for the full control effect
D1 antag: blocks dopamine activation of the human D1 receptor. HEK293 TREx D1 cells, calcium flux, dopamine EC80; stronger effect = lower value. activity change, negative = inhibition, % at 10 µM. actives 3.2% (n = 360,000). AID 504652; in the data active = activity change below about -30%; also: % is scaled to controls: 0 for no effect and ±100 for the full control effect
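Antagonism measured as reduced calcium response to an EC80 dopamine addition following 180 s compound pre-read; cells were inducible HEK293 Trex D1 plated overnight at 30 C, read kinetically at 1 cycle/sec.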
D2 potentiator: D2 dopamine receptor (human) potentiation | potentiation, % at 10 µM | AID 485347 | actives 0.34% (n = 340,000) | P14416 | HEK293 T-REx D2, calcium flux, EC20 dopamine potentiation;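 active = potentiation over 3 SD above the plate norm, cut at about 30% in these data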; also: 0% is about no effect
Target sequence (P14416 whole entry, looked up): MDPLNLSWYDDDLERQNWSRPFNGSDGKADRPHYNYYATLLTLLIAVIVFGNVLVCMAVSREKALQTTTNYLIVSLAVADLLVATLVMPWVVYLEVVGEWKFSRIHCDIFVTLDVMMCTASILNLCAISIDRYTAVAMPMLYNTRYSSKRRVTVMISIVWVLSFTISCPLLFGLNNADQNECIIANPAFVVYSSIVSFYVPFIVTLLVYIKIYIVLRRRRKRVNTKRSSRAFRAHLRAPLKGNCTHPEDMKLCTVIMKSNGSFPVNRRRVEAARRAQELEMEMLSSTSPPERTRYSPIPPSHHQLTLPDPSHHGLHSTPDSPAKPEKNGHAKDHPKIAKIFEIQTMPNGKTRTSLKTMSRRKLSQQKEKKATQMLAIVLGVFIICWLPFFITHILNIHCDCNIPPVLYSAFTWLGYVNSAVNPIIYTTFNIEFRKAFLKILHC
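Calcium flux readout, no-wash dye, 1 read/s. Inducible HEK293 Trex D2 line, overnight 30 C. Compound alone 180 s (agonist flags), then EC20 dopamine, another 180 s to score potentiation.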
D1 agonist: agonists of human D1 dopamine receptor. P21728. HEK293 T-REx D1 cells, calcium flux, agonist mode. activation, % at 2 µM. actives 1% (n = 360,000); in the data active = activation above about 30%; also: 0% is about no effect
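Inducible HEK293 T-REx D1 cells, force-coupled to calcium signalling, were plated at 4000 cells/well with tetracycline and held overnight at 30 C. After no-wash calcium dye loading, compound-evoked calcium rise over 180 s flagged agonists.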
TRHR ag: TRH receptor (human) agonism | P34981 | TRHR cells, calcium flux fluo-8, FDSS agonist mode | activation, % at 2 µM | actives 0.18% (n = 360,000) | AID 493084; in the data active = activation above about 30%; also: 0% is about no effect
Target sequence (P34981 whole entry, looked up): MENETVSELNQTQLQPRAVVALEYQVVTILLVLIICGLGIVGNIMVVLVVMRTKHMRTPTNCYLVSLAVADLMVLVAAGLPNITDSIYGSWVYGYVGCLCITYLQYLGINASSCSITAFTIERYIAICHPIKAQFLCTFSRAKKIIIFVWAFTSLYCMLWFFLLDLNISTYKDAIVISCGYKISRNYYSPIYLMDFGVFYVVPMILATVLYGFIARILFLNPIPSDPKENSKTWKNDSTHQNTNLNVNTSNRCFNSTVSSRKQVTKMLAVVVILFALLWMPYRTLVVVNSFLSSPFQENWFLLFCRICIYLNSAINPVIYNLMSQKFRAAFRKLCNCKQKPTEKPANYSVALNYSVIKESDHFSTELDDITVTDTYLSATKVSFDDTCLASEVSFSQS
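Read-out: compound-evoked intracellular calcium rise in TRHR cells, fluo-8 dye, kinetic FDSS fluorescence at 1 s/cycle following a 10-cycle baseline. Cells cultured overnight before dye loading (30 min–1.5 h, RT).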
RXFP1 ag: activates the human relaxin receptor RXFP1; HEK293T-RXFP1 cAMP TR-FRET, 30 min; response scale: percent of porcine relaxin response, buffer zero; Potency, µM (highest dose often 57.5 µM), without a hit: at the highest dose activation, actives largely listed as activators; actives 0.3% (n = 370,000); AID 2676; also: potency is read from the fitted curve at half-maximal effect; % is scaled to controls: 0 for no effect and ±100 for the full control effect; nearly all actives have a fitted effect of over 60% in size; many of its hits are not listed in these tables
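HEK293T cells stably expressing RXFP1 were pretreated with the PDE4 inhibitor Ro 20174, exposed to compounds for 30 min at 37C, lysed, and cAMP was read by TR-FRET. Data normalized to buffer (basal) and 29 nM porcine relaxin (100%).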
D1 potentiator: potentiators of human D1 dopamine receptor | P21728 | actives 0.036% (n = 360,000) | HEK293 TREx D1 cells, calcium flux, dopamine EC20 potentiation | potentiation, % at 10 µM; in the data active = potentiation above about 30%; also: 0% is about no effect
TRHR PAM: allosterically enhances the human TRH receptor | P34981 | TRHR cells, fluo-8 calcium fluorescence, EC20 TRH enhancement | enhancement, % at 2 µM | actives 0.66% (n = 360,000); in the data active = enhancement above about 30%; also: 0% is about no effect
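TRHR-expressing cells loaded with fluo-8 calcium dye were read kinetically (ex 480/em 530) during compound addition, then stimulated with an EC20 of TRH (10 nM final). Enhancement of the Gq-mediated intracellular calcium response was scored.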
Apoferritin bind: candidate novel general anesthetic via apoferritin binding | Potency, µM (titrated, usually from 77.5 µM), inactives show top-dose activity change, negative = displacement, most hits filed as inhibitors | apoferritin/1-aminoanthracene competitive binding, fluorescence | P02791 | AID 485281 | actives 0.074% (n = 350,000); also: potency is read from the fitted curve at half-maximal effect; % is scaled to controls: 0 for no effect and ±100 for the full control effect; nearly all actives have a fitted effect of over 20% in size
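Steps: apoferritin (10 uM) was premixed with half-saturated 1-AMA in PBS, compounds were pin-transferred, plates stood 10 min at room temperature, fluorescence was read at 380/535 nm, and curves were fitted with a Hill equation.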
* = called active by the depositor; ? = inconclusive; . = not tested or not shown. Unless noted, calls follow the shape of the dose curve; as a rule, active = well fitted curve in the direction sought with a large enough effect; inconclusive = small, poorly fitted or top-dose-only effect, or another doubt; inactive = no such curve, though single readings can be large; an effect the other way counts as inactive or inconclusive.

Sequence of screens – RXFP1 antagonist	D1 antag	D2 potentiator	D1 agonist	TRHR ag	RXFP1 ag	D1 potentiator	TRHR PAM	Apoferritin bind
(1) CCSc1nc(NCCN(C)C)c2c3c(sc2n1)COC(C)(CC)C3 (stereo unspecified)
  -21	-3	-16	4	0.9	2.6%	-5	-2	7%
(2) Cc1ccc2c(c1)-c1nc3ccccc3cc1C2=NC1CCCCC1
  19	4	13	1	-0.8	24%	-2	8	-16%
(3) Cn1c(Cl)c(C(=O)Nc2ccc(Cl)cc2)c2ccccc21
  -13	1	4	2	-0.7	2.8%	-7	2	-14%
(4) C/C(=N\Nc1ccccc1Cl)c1ccc(-n2ccnc2)cc1
  -15	4	7	2	-0.3	1.3%	-7	14	-15%
(5) CN(Cc1cnccn1)C(=O)CC1C(=O)NCCN1Cc1cccc(F)c1 (stereo unspecified)
  -1	7	-13	2	-0.3	2.9%	-3	-6	-1%
(6) COc1ccc(-c2nc(CS(=O)CC(=O)NCc3ccco3)c(C)o2)cc1 (stereo unspecified)
  -8	-10	-7	0	-0.6	0.1%	-3	-4	-11%
(7) Cn1cc(S(=O)(=O)Nc2cccc(F)c2)c(=O)n(C)c1=O
  -5	-8	4	5	-0.3	-1.1%	-5	13	-3%
(8) CC(C)(C)NC(=O)N1CCCC(C(=O)c2cccc(Cl)c2)C1 (stereo unspecified)
  -7	-3	3	1	-0.6	1.3%	-9	4	-11%
(9) CC(=O)c1cccc(-n2nnnc2SCC(=O)NNC(=O)C2CCCCC2)c1
  13	-23	-6	0	0.7	0.0%	-6	18	-7%
(10) Cc1noc(C)c1S(=O)(=O)N1CCCC(C(=O)N2CCc3ccccc3C2)C1 (stereo unspecified)
  .	2	1	8	-0.9	-0.9%	.	10	-8%
(11) O=C(Nc1c(C(=O)N2CCN(c3ccccc3)CC2)oc2ccccc12)c1ccccc1F
  -3	7	-4	3	0.1	1.0%	-2	-7	-5%
(12) CC(=O)Nc1ccc(S(=O)(=O)Nc2cccc(NC(=O)C(C)(C)C)c2)cc1
  10	-1	0	2	0.6	0.5%	-4	7	0%
(13) COc1ccc(C2CC(=O)N(Cc3ccccc3C)c3c2c(C)nn3-c2nc(C)cc(C)n2)c(OC)c1 (stereo unspecified)
  0	-1	2	0	-0.1	-0.3%	1	-3	-9%
(14) Cc1ccsc1/C=N/NC(=O)c1ccc(-n2cccc2)cc1
  -20	-29	-24	-1	-1.0	1.9%	-8	16	-18%
(15) C/C(CC(=O)NCc1ccco1)=N\NC(=O)Cc1ccc(-c2ccccc2)cc1
  -7	1	.	9	-2.6	-2.4%	-21	16	?

The final 3 records of the section before lead into the next:
Sequence of screens – RXFP1 antagonist	D1 antag	D2 potentiator	D1 agonist	TRHR ag	RXFP1 ag	D1 potentiator	TRHR PAM	Apoferritin bind
(13) COc1ccc(C2CC(=O)N(Cc3ccccc3C)c3c2c(C)nn3-c2nc(C)cc(C)n2)c(OC)c1 (stereo unspecified)
  0	-1	2	0	-0.1	-0.3%	1	-3	-9%
(14) Cc1ccsc1/C=N/NC(=O)c1ccc(-n2cccc2)cc1
  -20	-29	-24	-1	-1.0	1.9%	-8	16	-18%
(15) C/C(CC(=O)NCc1ccco1)=N\NC(=O)Cc1ccc(-c2ccccc2)cc1
  -7	1	.	9	-2.6	-2.4%	-21	16	?
(16) CC1CCc2nc3ccc(S(=O)(=O)N4CCC(C(=O)NC(C)c5ccccc5)CC4)cc3c(C(=O)O)c2C1 (stereo unspecified)
  -32	10	-2	1	0.0	0.2%	-5	-3	-6%
(17) CCOC(=O)COc1ccc([N+](=O)[O-])cc1
  -9	-1	-6	2	0.1	-0.8%	5	0	-1%
(18) Brc1cccc(-c2nnco2)c1
  7	7	3	-2	0.4	-0.7%	4	-5	-16%
(19) O=C(Cn1nc(-c2ccccc2)c2ccccc2c1=O)NCC1CCCO1 (stereo unspecified)
  -7	-7	-8	0	-0.2	11%	-2	-1	?
(20) O=c1cc(CSc2nnc(Nc3ccccc3F)s2)nc2sccn12
  3	7	5	4	-1.5	11%	-4	8	-16%
(21) COc1ccccc1NC(=O)c1nnn(CC(=O)Nc2ccccc2)c1N
  2	-14	3	0	0.4	-0.8%	-1	1	-2%
(22) S=C(NCCc1ccccc1)NCCc1ccccc1
  -3	-23	11	8	-0.2	0.6%	-1	6	0%
(23) O=c1cc(Cl)c(-c2ccccc2)n[nH]1
  -8	-13	2	0	0.3	2.3%	1	3	-16%
(24) Cc1cc(C)c2nc(C(F)(F)F)c(C#N)c(N)c2c1
  9	6	4	1	0.5	-0.2%	1	11	-8%
(25) COc1ccc2c(c1)CCC/C2=N/OC(=O)c1ccccc1OC
  13	-33*	-3	20	-0.1	-0.9%	-4	-2	-21%
(26) Cc1ccc(C(=O)CCC(=O)N2CCC(C(N)=O)CC2)s1
  -7	3	-1	4	-0.2	1.5%	2	-1	.
(27) COCCNC(=S)N1CCN(c2nc(-c3ccc(F)cc3)cs2)CC1
  -2	-34*	10	3	-1.3	0.5%	-16	-6	-19%
(28) CCOC(=O)C1(CC2CC2)CCN(Cc2cc(Cl)c(O)c(OC)c2)CC1
  0	2	-5	2	-0.1	1.2%	-7	-1	-10%
(29) COc1ccc2c(c1)Sc1ccccc1N2
  0	7	27	0	-0.2	0.4%	-5	-3	-9%
(30) O=C(NCCc1ccccc1)c1cnc(Cl)c(Cl)c1
  -6	6	-20	0	-0.2	-2.1%	4	-2	-7%
(31) O=C(C1=C[C@H](c2ccccc2)C[C@H](OCc2ccc(CO)cc2)O1)N1CCOCC1
  .	0	4	-3	0.0	-0.6%	4	2	-1%
(32) CCCCc1ccc(NC(=S)N2CCN(C(=O)c3ccco3)CC2)cc1
  -6	-10	1	4	-0.4	-2.2%	13	3	-21%
(33) COC(=O)c1ccccc1NC(=O)C(=O)NCC1CCCO1 (stereo unspecified)
  -1	5	15	0	-0.4	0.1%	-2	-6	-3%
(34) O=C(Nc1nnc(-c2ccco2)o1)c1ccc(Cl)s1
  -6	-10	20	1	-0.5	4.4%	-7	1	-6%
(35) CCc1nn(-c2cc(Oc3cccc4ccccc34)nc(-c3ccccc3)n2)c(N)c1C#N
  2	6	9	1	0.2	-0.7%	-8	-1	-6%
(36) Cc1ccc(C)c(N(CC(=O)NC2CCCCC2)C(=O)c2csnn2)c1
  -12	6	6	1	0.4	0.4%	-4	-4	-11%
(37) COC(=O)c1ccc(NC(=O)C(=O)NCC(c2cccnc2)N2CCc3ccccc32)cc1 (stereo unspecified)
  -16	-22	-6	2	-0.5	3.3%	-2	-8	-12%
(38) COCCCn1c(-c2ccc(OC)cc2)nc2c1c(=O)[nH]c(=O)n2Cc1ccccc1
  5	16	4	10	-2.7	11%	0	7	-12%
(39) COC(=O)c1c[nH]n2c(=O)cc(CCl)nc12
  9	2	-2	0	0.6	0.3%	-1	1	4%
(40) O=C(NCc1ccccn1)c1cc2cc(Br)ccc2oc1=O
  3	-68*	3	0	-0.2	0.7%	-1	-1	-3%
(41) CCOC(=O)CNC(=S)N(Cc1ccccc1)Cc1cccnc1
  10	-7	.	-1	0.3	1.8%	-2	-1	-4%
(42) CCCC1=NN(C(=O)Cc2ccc(OC)cc2)C(O)(C(F)(F)F)C1 (stereo unspecified)
  .	2	-4	2	0.1	0.7%	-11	-3	5%
(43) COc1ccc(NC(=O)c2cnc(C)cn2)c2ncccc12
  .	10	12	2	0.0	0.1%	-4	4	-7%
(44) O=C(CCCn1c(SCC(=O)c2ccccc2)nc2ccccc2c1=O)NCC1CCCO1 (stereo unspecified)
  -2	1	21	0	0.1	0.2%	4	-7	-16%
(45) O=C1CC(C(=O)Nc2ccc(C(=O)N3CCOCC3)cc2)C2(CCCCC2)O1 (stereo unspecified)
  -5	-6	4	6	0.8	0.6%	-1	1	-5%
(46) CCOc1ccc(C(=O)NCC(=O)NCC(c2ccc(OC)cc2)N2CCOCC2)cc1OCC (stereo unspecified)
  -7	5	6	7	-0.1	1.2%	-3	-4	.
(47) CN(CC(=O)Nc1ccccc1Br)C(=O)CNC(=O)c1ccc(Oc2ccccc2)cc1
  -1	-10	-8	12	-1.0	0.7%	-2	8	-23%
(48) Cc1cccc(OCC(=O)Nc2ccc(N3CCN(C(=O)c4ccccc4)CC3)cc2)c1C
  -18	-1	12	7	-0.8	1.7%	0	-2	-14%
(49) CC(OC(=O)c1c[nH]c2ccccc12)C(=O)N1CCCC1 (stereo unspecified)
  -14	9	1	3	-0.1	0.0%	-2	-3	.
(50) O=C(NCc1ccncc1)c1nc(-c2cccs2)no1
  -5	-12	3	8	-0.1	0.4%	2	-2	-7%
(51) CC(C)N1C(=O)CCC1C(=O)O (stereo unspecified)
  5	-26	1	2	0.5	1.1%	-7	14	-3%
(52) COc1ccc(NC(=O)CN2CCN(c3c(C)cccc3C)CC2)cc1
  -19	10	1	3	0.1	0.4%	-4	4	-17%
(53) Cc1ccccc1NC(=O)NC(C)(C)CC(C)(C)C
  -4	-2	1	17	-0.5	2.6%	-8	-3	-22%
(54) O=C(/C=C/c1ccc(O)c(O)c1)O[C@H](Cc1ccc(O)c(O)c1)C(=O)O
  .	-9	12	13	0.0	0.0%	-3	-4	-2%
(55) c1ccc(CCc2nn3c(Cn4nnc5ccccc54)nnc3s2)cc1
  2	13	.	7	-1.9	0.3%	-4	-1	-5%

High-throughput results (PubChem BioAssay)

These rows are one share of the data; count on the stated rates, not on these rows.
